Cdc42 wt: modulators (inhibitors or activators) of GTP binding to human Cdc42 wildtype. P60953. GST-Cdc42 beads, Bodipy-GTP binding, flow cytometry; actives lie on both sides. percent activity (GTP binding), % at 10 µM. actives 0.2% (n = 190,000). AID 761;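 active means percent activity GTP binding at least 20 points away from the 100% baseline, either down as inhibitor or up as activator; inconclusive means compound flagged as likely green fluorescent from well-wide comparison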;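 further: median bead fluorescence of bound Bodipy-FL-GTP at 100 nM; 0% = excess unlabeled GTP control and 100% = no compound control; below 100% means less GTP binding so inhibitor and above means activator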
Target sequence (P60953 whole entry, looked up): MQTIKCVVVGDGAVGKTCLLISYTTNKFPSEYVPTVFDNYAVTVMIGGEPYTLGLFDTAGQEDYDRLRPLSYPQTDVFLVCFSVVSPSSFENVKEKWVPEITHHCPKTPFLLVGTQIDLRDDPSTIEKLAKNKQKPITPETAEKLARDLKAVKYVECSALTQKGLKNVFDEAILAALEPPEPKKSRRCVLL
Rab2 wt GTP: changes GTP binding to wildtype dog Rab2A, up or down; P61105; GST-Rab2 wt beads, Bodipy-GTP binding, flow cytometry; GTP binding activity, % at 10 µM; actives 0.19% (n = 190,000); AID 760;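 active means GTP binding activity at least 20 points away from 100%, either lowered or raised; inconclusive means signal likely due to the compound's own green fluorescence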;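 further: 0% = beads with excess unlabeled GTP and 100% = no-compound control corrected for plate trend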
Rac1 mut GTP: human Rac1 activated mutant GTP binding change; AID 764; GST-Rac1 activated beads, fluorescent GTP binding, flow cytometry; actives lie on both sides; 100% means binding = to untreated wells; actives 0.11% (n = 190,000); percent activity (GTP binding), % at 10 µM;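 active means GTP binding at least 20 percentage points away from the 100% baseline, in either direction, so actives lie on both sides; inconclusive means Compound likely fluorescent itself, or too few beads counted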
HRas wt GTP bind: modulators of GTP binding to human HRas wildtype. P01112. GST-Ras wt beads, Bodipy-FL-GTP binding, flow cytometry; actives lie on both sides. GTP binding activity, % at 10 µM. actives 0.14% (n = 190,000);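 active means GTP binding activity at least 20% away from the 100% baseline, either lowered as inhibitor or raised as activator; inconclusive means flagged as likely green fluorescent, judged across all proteins in the well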;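 further: 0% = unlabeled GTP competition control and 100% = no-compound control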
Target sequence (P01112 whole entry, looked up): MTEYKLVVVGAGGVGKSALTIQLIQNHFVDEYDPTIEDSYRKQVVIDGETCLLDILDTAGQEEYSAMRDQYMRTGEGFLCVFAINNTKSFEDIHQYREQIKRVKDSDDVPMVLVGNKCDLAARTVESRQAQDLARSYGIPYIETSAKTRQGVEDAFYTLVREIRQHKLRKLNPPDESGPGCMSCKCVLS
Mcl1 Noxa PPI: disrupts binding of human Mcl-1 to Noxa peptide; Q07820; TR-FRET Mcl-1/Noxa peptide binding, 2 h; inhibition, % at 21.7 µM; actives 1.5% (n = 220,000);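 active means compounds that cut the protein-peptide binding signal by more than 50% relative to plate controls in a single-dose test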;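 further: His-tagged Mcl-1 with rhodamine Noxa BH3 peptide and terbium anti-His antibody; 0% = Mcl-1 plus Noxa peptide wells and 100% = peptide-only wells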
Target sequence (Q07820 whole entry, looked up): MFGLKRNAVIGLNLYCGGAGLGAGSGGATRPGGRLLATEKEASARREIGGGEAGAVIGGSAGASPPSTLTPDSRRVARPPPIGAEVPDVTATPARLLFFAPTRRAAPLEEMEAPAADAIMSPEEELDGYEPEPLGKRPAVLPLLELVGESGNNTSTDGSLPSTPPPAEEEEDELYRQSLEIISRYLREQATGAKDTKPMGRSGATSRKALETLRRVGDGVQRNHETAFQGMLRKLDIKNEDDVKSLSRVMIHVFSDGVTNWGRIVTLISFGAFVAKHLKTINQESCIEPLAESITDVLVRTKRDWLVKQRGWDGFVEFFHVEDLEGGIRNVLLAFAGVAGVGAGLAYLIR
Avidin bead fluor: avidin bead compound fluorescence profile; AID 1775; fluorescence (KMESF) at 10 µM; Avidin beads, compound fluorescence 488/530 nm, flow cytometry; active compounds read high; actives 0.38% (n = 220,000); in the data active means fluorescence above about 47; further: inactives centre near 10
Mcl-1 Bim block: human Bim-Mcl-1 interaction inhibition; Q07820; Bead-based flow cytometry, Bim peptide-Mcl-1 binding; inhibition, % at 10 µM; actives 0.1% (n = 190,000); in the data active means inhibition above about 40%;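 further: 0% = no compound tracer wells and 100% = peptide blocker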
Mcl1-Bid inh: Mcl-1/Bid interaction inhibition; Q07820; TR-FRET Mcl-1/Bid-Dy647 peptide binding, 1536-well; inhibition, % at 21.7 µM; actives 0.97% (n = 220,000); AID 1021;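 active means compounds that cut the binding signal by more than half at the single screening dose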;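 further: His-tagged Mcl-1 with europium anti-His antibody binding Bid BH3 peptide; 0% = Mcl-1 plus peptide wells and 100% = peptide-only wells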
Rac1 wt GTP bind: alters GTP binding to wildtype human Rac1 | actives 0.27% (n = 190,000) | P63000 | GTP binding activity (% of control), % at 10 µM | GST-Rac1 beads, fluorescent GTP binding, flow cytometry; actives lie on both sides; 0 = cold GTP competed, 100 = untreated | AID 757;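 active means GTP binding activity at least 20 points away from the 100% control level, either lower or higher; inconclusive means compound flagged as likely green fluorescent, judged across all proteins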
Pf gametocyte: P. falciparum stage V gametocyte viability inhibition | P. falciparum stage V gametocytes, ATP luminescence, 24 h | inhibition, % at 10.9 µM | AID 743093 | actives 0.065% (n = 150,000);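 active means inhibition above the mean plus 3 SD of compounds within the control limits, set per campaign, cut at about 38% in these data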;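 further: 0% = DMSO wells and 100% = medium only without gametocytes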
Rab7 wt modul: dog Rab7 wildtype GTP binding, inhibitors and activators. GST-Rab7 beads, fluorescent GTP binding, flow cytometry; actives lie on both sides; untreated = 100%, excess cold GTP = 0%. GTP binding activity (percent of control), % at 10 µM. actives 0.055% (n = 190,000). AID 758;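 active means fluorescent GTP binding to Rab7 beads changed by at least 20 points from the 100% baseline, either direction, mostly lower; inconclusive means compound itself probably fluorescent, or too few beads counted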;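 further: median green fluorescence of bound Bodipy-FL-GTP per Rab7 bead population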
Numbers without * were called inactive; ? = inconclusive; / = no result given. Hits appear at their usual frequency; any-hit rate near 2.7%.

SMILES	Cdc42 wt	Rab2 wt GTP	Rac1 mut GTP	HRas wt GTP bind	Mcl1 Noxa PPI	Avidin bead fluor	Mcl-1 Bim block	Mcl1-Bid inh	Rac1 wt GTP bind	Pf gametocyte	Rab7 wt modul
CCOc1ccc(-c2nnn(CC(=O)Nc3ccccc3OC)n2)cc1OCC	98	98	99	99	-10	21	2	-5	103	/	101
O=C(N/C(=C\c1cccc([N+](=O)[O-])c1)C(=O)N1CCCCC1)c1cccs1	98	98	95	99	8	7	0	-22	98	-3	99
CN(CC(=O)Nc1ccc(N2CCOCC2)cc1)CC(=O)Nc1ccc([N+](=O)[O-])cc1Br	97	98	95	97	1	10	0	-32	98	-3	95
CN(C)c1ccc(-c2nnc(-c3cccs3)o2)cc1	95	96	97	97	11	6	-2	-16	97	0	96
Cc1nn(-c2ccccc2)c(C)c1/C=N/O	105	103	101	104	-4	9	6	-21	109	/	102
Cc1ccc(N(CC(=O)N2CC(=O)Nc3ccccc32)S(=O)(=O)c2ccc3c(c2)OCCO3)cc1	105	99	98	101	1	37	-6	-15	107	13	104
CC(C)(C)c1ccc(OCC(=O)N2CCCCCC2)c(Br)c1	98	95	96	96	11	8	-3	-25	96	/	94
CCOC(=O)/C(C#N)=C\C=C1C=CN(C)C=C1	100	99	97	100	-13	38	-1	-108	97	6	100
Cn1nc(C(C)(C)C)c([N+](=O)[O-])c1C(=O)NCCO	97	99	100	99	-4	9	-5	-23	105	1	98
Cc1oc(-c2ccccc2)cc1C(=O)Nc1ccc(N(C)C)cc1	101	102	96	99	73*	7	0	6	97	20	95
COc1cc(/C=C(\C#N)c2nc3ccc(C)cc3[nH]2)cc([N+](=O)[O-])c1O	78*	77*	85	83	81*	11	11	-47	70*	-19	84
Cc1[nH]n(-c2ccccc2)c(=O)c1/C=N/O	102	99	100	101	11	7	3	-58	103	-41	101
Cc1occc1C(=O)NCc1cccs1	99	96	99	99	14	35	-7	-8	104	/	96
COCc1cc(C)n(CC(=O)Nc2cccc(C)c2)c(=O)c1C#N	96	95	96	98	16	16	-1	-12	98	/	96
COC(=O)c1ccc(COC(=O)c2cnccn2)cc1	96	99	98	99	4	5	0	1	102	-1	105
Cc1ccc(S(=O)(=O)N2CCCCC2)cc1NC(=O)C1CC(=O)N(Cc2ccccc2)C1 (configuration not stated)	101	97	100	100	5	16	-3	-31	102	11	100
O=C(CN1C(=O)C2C3C=CC(C4CC34)C2C1=O)Oc1ccccc1 (configuration not stated)	99	101	95	97	9	7	2	-26	104	-30	103
c1ccc(-c2cc(N3CCCCC3)c3ccccc3n2)cc1	93	93	95	96	26	8	-28	-69	98	19	98
COC(=O)c1ccc(CSc2nnc(-c3c[nH]c4ccccc34)n2C)o1	95	96	95	95	14	6	0	-9	94	/	93
CN(CC(=O)Nc1nc2ccccc2s1)S(=O)(=O)c1ccccc1	103	102	100	102	1	6	-5	5	104	0	102
O=C(COC(=O)c1ccc2c(c1)C(=O)N(c1cccc3ncccc13)C2=O)c1ccc(Cl)cc1	89	83	86	90	39	3	0	45	82	/	90
O=c1c2[nH]c3ccccc3c2ncn1Cc1ccco1	99	98	95	100	-10	34	-1	-22	98	/	98
COc1ccccc1OCC(=O)Nc1cccc(-c2nc3ccccc3o2)c1	99	98	96	98	6	7	-1	9	98	14	99
CCC1=C/C(=C/N(C)c2ccccc2)C(=O)S1	105	100	101	102	8	10	-57	-95	108	11	101
CCOC(=O)c1nn(-c2sc(C(=O)OC)c(C)c2C(=O)OC)cc1O	97	98	96	97	17	16	0	-53	95	5	99
O=C(Cc1cccs1)N(c1ccc(Cl)cc1)C1C=CS(=O)(=O)C1 (configuration not stated)	104	100	101	101	-9	8	-2	-17	105	/	102
O=C(COC(=O)CNS(=O)(=O)c1c(Cl)cccc1Cl)Nc1ccccc1Sc1ccccc1	100	99	100	101	7	12	-2	-20	106	-12	101
COC(=O)Nc1ccc(S(=O)(=O)Nc2ccc(C(=O)O)cc2)cc1	96	98	97	97	9	7	1	-10	99	-17	99
Cc1ccccc1NC(=O)CN1CCC(NC(=O)Nc2ccccc2)CC1	102	100	99	101	26	10	-2	-14	99	28	96
N#Cc1ccsc1NC(=O)CN(Cc1ccccc1)Cc1ccccc1	104	100	100	102	9	1	-2	7	107	5	101
CCN(CC)C(=O)CSc1nnc(-c2ccccn2)n1-c1ccc(C)c(C)c1	96	93	94	95	-14	10	1	-18	95	/	92
O=C(Nc1cccnc1)c1ccc(COc2ccccc2Br)o1	102	100	98	99	12	14	-1	-18	105	13	98
O=C1COc2ccc(C(=O)COC(=O)C3CCN(S(=O)(=O)c4cccs4)CC3)cc2N1	97	96	98	98	1	15	-4	-18	97	7	99
Cc1cc(C)cc(NC(=S)N2CCC(NC(=O)c3ccccc3C)CC2)c1	98	100	96	97	5	10	0	-39	99	/	103
O=c1[nH]c(Cc2ccccc2)nc2ccccc12	97	99	95	96	2	10	-1	-10	98	/	98
CC1=C(c2ccc(Cl)cc2)[N+](=O)C(C)(C)N1[O-]	102	99	100	98	6	3	-3	-12	104	-5	97
Clc1ccc(OCc2nn3c(-c4ccncc4)nnc3s2)cc1	102	99	101	103	3	35	-2	-23	103	-3	96
NNC(=O)CNC(=O)c1ccccc1F	97	98	97	98	-17	8	0	-10	98	/	96
Cc1cc(N=Cc2c(O)n(-c3ccc4c(c3)OCO4)c(=O)c3ccccc23)ccn1	104	102	99	103	16	8	0	14	103	-20	103
O=C(Nc1cccc(-c2cnc3ccccc3n2)c1)c1ccncc1	97	101	100	102	-1	5	3	-27	104	-38	108
CCN1CCCc2cc(CN(CCN3CCOCC3)C(=S)Nc3ccc(OC)c(OC)c3)ccc21	96	98	95	98	25	6	-1	-66	100	0	106
CC(C)(C)NC(=O)COC(=O)c1ccc(Cl)cc1O	97	97	93	98	-37	26	0	-14	97	-8	104
CCOc1c(Br)cc(CNc2ncn[nH]2)cc1OC	103	98	98	101	11	11	-3	-4	102	-19	98
O=C1NC(c2ccccc2)=CC(c2ccccc2)N1 (configuration not stated)	100	99	97	101	2	9	-1	-25	101	/	105
CCOC(=O)CSc1nc2sc(C)c(C)c2c(=O)n1C	?	?	?	?	15	17	-1	11	?	-8	?

12 neighbouring entries out of the list so far:
SMILES	Cdc42 wt	Rab2 wt GTP	Rac1 mut GTP	HRas wt GTP bind	Mcl1 Noxa PPI	Avidin bead fluor	Mcl-1 Bim block	Mcl1-Bid inh	Rac1 wt GTP bind	Pf gametocyte	Rab7 wt modul
Cc1cc(C)cc(NC(=S)N2CCC(NC(=O)c3ccccc3C)CC2)c1	98	100	96	97	5	10	0	-39	99	/	103
O=c1[nH]c(Cc2ccccc2)nc2ccccc12	97	99	95	96	2	10	-1	-10	98	/	98
CC1=C(c2ccc(Cl)cc2)[N+](=O)C(C)(C)N1[O-]	102	99	100	98	6	3	-3	-12	104	-5	97
Clc1ccc(OCc2nn3c(-c4ccncc4)nnc3s2)cc1	102	99	101	103	3	35	-2	-23	103	-3	96
NNC(=O)CNC(=O)c1ccccc1F	97	98	97	98	-17	8	0	-10	98	/	96
Cc1cc(N=Cc2c(O)n(-c3ccc4c(c3)OCO4)c(=O)c3ccccc23)ccn1	104	102	99	103	16	8	0	14	103	-20	103
O=C(Nc1cccc(-c2cnc3ccccc3n2)c1)c1ccncc1	97	101	100	102	-1	5	3	-27	104	-38	108
CCN1CCCc2cc(CN(CCN3CCOCC3)C(=S)Nc3ccc(OC)c(OC)c3)ccc21	96	98	95	98	25	6	-1	-66	100	0	106
CC(C)(C)NC(=O)COC(=O)c1ccc(Cl)cc1O	97	97	93	98	-37	26	0	-14	97	-8	104
CCOc1c(Br)cc(CNc2ncn[nH]2)cc1OC	103	98	98	101	11	11	-3	-4	102	-19	98
O=C1NC(c2ccccc2)=CC(c2ccccc2)N1 (configuration not stated)	100	99	97	101	2	9	-1	-25	101	/	105
CCOC(=O)CSc1nc2sc(C)c(C)c2c(=O)n1C	?	?	?	?	15	17	-1	11	?	-8	?

(listing goes on)
SMILES	Cdc42 wt	Rab2 wt GTP	Rac1 mut GTP	HRas wt GTP bind	Mcl1 Noxa PPI	Avidin bead fluor	Mcl-1 Bim block	Mcl1-Bid inh	Rac1 wt GTP bind	Pf gametocyte	Rab7 wt modul
COc1cc(C2N(c3ccccc3)CCN2c2ccccc2)ccc1OC(C)=O	99	100	98	101	-11	5	-1	-22	105	/	99
CCOC(=O)C1=C(CN2CCCCC2)NC(=O)NC1c1cc(C)ccc1C (configuration not stated)	100	98	98	100	6	6	0	-18	101	-14	101
COC(=O)[C@@]1(Cc2ccc(OC)cc2)[C@H]2c3cc(C(=O)N(C)C)n(CCc4ccc(OC)c(Br)c4)c3C[C@H]2CN1C(=O)c1ccccc1	103	100	98	103	4	11	-2	-2	107	/	104
O=C1CCN(N=Nc2cccc(Cl)c2)N1	101	98	100	101	-1	14	0	-81	102	/	98
O=C(/C=C/c1ccc(Cl)cc1Cl)NCc1ccncc1	100	98	97	98	-5	23	-5	6	98	13	101
CCOC(=O)c1nnn(-c2nonc2-n2cccc2)c1CN1CCOCC1	100	100	100	101	2	31	-1	-33	101	/	100
Cc1ccc(NC(=O)c2cc(=O)c3ccccc3o2)cc1S(=O)(=O)N1CCCCC1	90	87	91	87	25	8	3	-7	85	17	92
CN(C)S(=O)(=O)c1cccc(NC(=S)NCCc2ccccn2)c1	101	97	95	98	7	20	-4	-40	102	11	104
Nc1cccc(S(=O)(=O)c2cccc(N)c2)c1	?	?	?	?	5	33	-6	-10	?	/	?
O=C(O)c1cccc(Oc2ncnc3sc4c(c23)CCCC4)c1	92	93	95	93	4	12	0	-12	99	-1	93

Source: PubChem BioAssay (several laboratories)
